High-throughput results from PubChem.
RSV antiviral HEp-2 – RSV antiviral activity via CPE protection, HEp-2 cells, primary 10 µM value included (AID 2391); HEp-2 cells, RSV-induced CPE inhibition; higher % means a stronger effect; 310,000 tested, 0.13% active; one-dose CPE inhibition, % at 10 µM; IC50 in µM for titrated hits; in the data active = a potency from the dose series; inconclusive = CPE inhibition mostly from about 23% at the one dose, without a potency; inactive = the rest, 99 in 100 with CPE inhibition below about 21%; note: strong numbers were not always called active
AID2073 – disruptors of CaV2.2 binding to Mint1 – biochemical, HTRF (AID 2073); HTRF protein-protein interaction, Mint1-CaV2.2; higher % means a stronger effect; one-dose inhibition, % at 20 µM; IC50 in µM for titrated hits; 290,000 tested, 0.19% active; in the data active = inhibition mostly above about 51%, no sharp cut-off; inconclusive = no clear call, values can overlap the other calls; inactive = mostly below about 53%; note: some results filed as inactive read as strong as hits
K1F lysis inhibition – protection from phage-mediated lysis, alamar blue read-out – E. coli UTI89, K1F phage, bacterial capsule biogenesis inhibitors (AID 488966). E. coli UTI89 K1F phage lysis, alamar blue, 2 h; higher % means a stronger effect. inhibition, % at 100 µM, or IC50 in µM where a hit was titrated. 340,000 tested, 0.02% active;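 active = phage lysis inhibition, versus mean bacterial control, above a set limit; inconclusive = no clear call, values can overlap the other calls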;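 note: capsule biogenesis inhibitors block K1F phage lysis so surviving cells raise fluorescence; higher fluorescence means more inhibition of phage lysis; actives were called in the ten point dose series up to 300 µM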
West Nile antiviral – inhibition of WNV-induced cytopathic effect – cell-based, CPE readout (AID 1621); West Nile virus-infected cells, CPE inhibition; higher % means a stronger effect; one-dose CPE inhibition, % at 10 µM; IC50 in µM for titrated hits; 290,000 tested, 0.02% active; in the data active = a potency from the dose series; inconclusive = CPE inhibition mostly from about 3.7% at the one dose, without a potency; inactive = the rest, 99 in 100 with CPE inhibition below about 2.2%; note: strong numbers were not always called active
MgcRacGAP inhibition – MgcRacGAP GTPase-activating activity inhibitors, confirmation, biochemical, ADP Hunter fluorescence; MgcRacGAP-stimulated Rac1 GTP hydrolysis, ADP Hunter fluorescence; higher % means a stronger effect; GST-tagged Rac1 F28L mutant substrate; inhibition, % at 30 µM; hits with a dose series show IC50 in µM; 340,000 tested, 0.6% active;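 active = first-screen hits whose inhibition reached a set limit at any dose in the follow-up dose series; inconclusive = inhibition above the set first-screen limit but never retested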;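 note: fluorescence reports GDP produced by GAP-driven GTP hydrolysis; strong numbers were not always called active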
NS5 inhibitors – Dengue-2 NS5 methyltransferase inhibitors, primary screen, biochemical, confirmation dose response (AID 588689) | Dengue-2 NS5 methyltransferase capping enzyme assay, biochemical; higher % means a stronger effect | 340,000 tested, 0.3% active | one-dose inhibition, % at 25 µM; IC50 in µM for titrated hits; in the data active = a potency from the dose series; inconclusive = inhibition above about 29% without an active follow-up result
NTR1 ag – agonists of NTR1, primary screen, imaging, U2OS cells, beta-arrestin-GFP, high content (AID 493036); P30989; NTR1-U2OS beta-arrestin-GFP spot imaging, agonist mode; activation, % at 20 µM; 330,000 tested, 0.17% active;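 active = activation at or above 40% of the spot to cytoplasm intensity ratio, with at least 20 cells analyzed; inconclusive = wells under 20 cells, flagged as cytotoxic or low count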;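 note: 0% = DMSO without peptide and 100% = 100 nM NTR1 peptide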
Target sequence (P30989 whole entry, looked up): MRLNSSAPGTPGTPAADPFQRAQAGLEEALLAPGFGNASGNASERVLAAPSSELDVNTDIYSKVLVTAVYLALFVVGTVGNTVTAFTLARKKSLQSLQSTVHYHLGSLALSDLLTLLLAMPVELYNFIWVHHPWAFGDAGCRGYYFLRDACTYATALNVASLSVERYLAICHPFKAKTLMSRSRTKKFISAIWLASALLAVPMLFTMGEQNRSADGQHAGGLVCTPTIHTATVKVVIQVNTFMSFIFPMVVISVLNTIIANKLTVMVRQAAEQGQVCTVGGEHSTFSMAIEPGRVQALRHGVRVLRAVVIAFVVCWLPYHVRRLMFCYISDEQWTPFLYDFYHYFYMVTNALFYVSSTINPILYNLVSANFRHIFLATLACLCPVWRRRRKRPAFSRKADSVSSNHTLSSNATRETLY
Siah-1 displacement – blockers of Siah-1 interaction with plectin peptide – biochemical, fluorescence polarization, rhodamine-plectin, uHTS, primary screen (AID 1817). one-dose displacement, % at 20 µM; IC50 in µM for titrated hits. 290,000 tested, 0.02% active. Siah-1 / rhodamine-plectin peptide fluorescence polarization; higher % means a stronger effect;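 active = displacement of at least 50% at 20 µM, with a fluorescence ratio check between 0.3 and a set limit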;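 note: plate controls were Siah plus tracer with DMSO for no effect and tracer alone without Siah for full effect; strong numbers were not always called active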
Large T inhibition – TAg ATPase/helicase activity blockers – biochemical (AID 1903). SV40 large T antigen ATPase/helicase inhibition assay; higher % means a stronger effect. inhibition, % at 20 µM, or IC50 in µM where a hit was titrated. 310,000 tested, 0.39% active; in the data active = a potency from the dose series; inconclusive = inhibition mostly from about 32% at the one dose, without a potency; inactive = the rest, 99 in 100 with inhibition below about 32%; note: strong numbers were not always called active
NTR1 ag cell count 20 µM – further read-out of NTR1 ag, marked with its call; cell count; measured here: cell count, cytotoxicity flag
An asterisk follows results filed as active; i = inactive; ? = inconclusive; . = not tested or not shown; [ ] = another dose, or the depositor's remark. Hits appear at their usual frequency; any-hit rate near 1.6%.

SMILES	RSV antiviral HEp-2	AID2073	K1F lysis inhibition	West Nile antiviral	MgcRacGAP inhibition	NS5 inhibitors	NTR1 ag	NTR1 ag cell count 20 µM	Siah-1 displacement	Large T inhibition
Cc1ccc(OC(C)C(=O)N(Cc2cccs2)C2CCS(=O)(=O)C2)cc1C (stereo not drawn)	1.2%	10%	1.0%	-0.8%	8%	-5%	-0.4	55	6%	5%
CSc1ccc(S(=O)(=O)NCc2ccc(Cl)cc2)cc1	0.5%	-10%	0.4%	-0.2%	1%	0%	1.6	74	2%	-4%
O=C(Cc1ccc(Cl)c(Cl)c1)OCC(=O)c1ccc[nH]1	9.5%	9%	-0.4%	-0.5%	-5%	-1%	-0.9	85	1%	8%
Cc1ccc(CCNC(=O)CN(C)S(=O)(=O)c2ccc3c(c2)n(C)c(=O)c(=O)n3C)cc1	1.5%	3%	0.2%	0.8%	15%	4%	-0.4	55	14%	9%
Cc1cc(C)cc(OCc2nc3ncc(Br)cc3[nH]2)c1	-0.2%	.	-0.1%	?	7%	9%	-1.8	79	.	.
CCN(CC)C(=O)Oc1cc(=O)n2c3c(cccc13)CCC2	3.2%	8%	3.5%[50 µM]	0.2%	6%	-6%	-1.3	56	-4%	10%
CCOC(=O)c1cc2occc2n1CC(=O)N1CCOCC1	2.0%	0%	2.5%	0.2%	5%	2%	-0.3	44	-5%	7%
Cc1ccc(/C(N)=N/OC(=O)CSc2ccccc2)cc1	1.0%	-10%	0.3%	-0.5%	11%	5%	1.8	83	-1%	3%
CCOc1cccc(C2C(C(=O)c3ccc(C)o3)=C(O)C(=O)N2Cc2ccncc2)c1 (stereo not drawn)	0.4%	35%	2.0%	0.1%	6%	2%	-2.9	51	4%	13%
COCC(C)NC(=O)C(C)N1c2cccc3cccc(c23)S1(=O)=O (stereo not drawn)	2.0%	10%	1.3%	-0.1%	9%	.	0.5	53	-5%	0%
C=CCOC(=O)C1=C[C@@H](c2csc3ccccc23)C[C@@H](OCc2ccc(CO)cc2)O1	7.8%	17%	-0.2%	-0.7%	8%	-3%	16	86	-4%	5%
COc1ccc(/C=N/NC(=O)Cc2csc(Nc3cccc(C(F)(F)F)c3)n2)cc1C	0.7%	32%	0.4%	-0.1%	11%	-3%	28	46	-1%	8%
CCOc1ccc(CNC(=O)C2CCN(c3nn4c(=O)cc(C)nc4s3)CC2)cc1	2.8%	-2%	0.1%	-0.9%	14%	-8%	0.7	64	2%	14%
CC(C)C(CCNC(=O)CC(Cc1ccccc1)c1ccco1)c1ccco1 (stereo not drawn)	7.3%	27%	-0.1%	1.8%	8%	-10%	1.6	65	2%	15%
COc1ccc(Cc2nnc(NC(=O)Nc3ccccc3F)s2)cc1	1.8%	12%	-0.2%	-0.8%	11%	3%	1.0	58	0%	12%
COc1ccc(C=NCC2OCCc3ccccc32)cc1OC (stereo not drawn)	0.2%	6%	0.1%	0.6%	8%	-1%	-0.1	92	-2%	6%
CCOc1ccc2[nH]c3c(NCCc4ccc(OC)c(OC)c4)ncnc3c2c1	?	2%	9.4%	1.2%	7%	7%	1.5	68	-6%	4%
Cc1ccc(Cl)cc1N(CC(=O)NCc1ccc2c(c1)OCO2)S(C)(=O)=O	2.0%	9%	-0.1%	-0.6%	10%	-2%	0.5	49	-3%	21%
COCCN(CC(=O)NC1CCCCC1)C(=O)/C=C/C(=O)c1ccc(OC)cc1O	.	40%	-0.1%	-0.7%	9%	-47%	.	.	-2%	19%
CC#CC[N+](C)(CC#CC)CC(=O)c1ccccc1	0.1%	-2%	0.9%	0.9%	2%	-1%	-1.1	39	0%	5%
COc1cc(CNCc2ccccn2)ccc1OCC(=O)NC1CCCCC1	0.1%	3%	1.4%[50 µM]	0.1%	-4%	-3%	0.7	48	0%	6%
Cc1nn(CC(=O)NCCCc2ccccc2)c(C)c1[N+](=O)[O-]	3.8%	-10%	0.1%	-0.3%	3%	-2%	-1.3	50	8%	23%
Cc1ccc(C(=O)NNCC(=O)Nc2ccc(Cl)cc2F)cc1	.	.	0.1%[50 µM]	.	2%	-5%	0.1	67	.	.
COc1ccc(N2CCN(C(c3cc(OC)ccc3OC)c3nnnn3CC3CCCO3)CC2)cc1 (stereo not drawn)	0.2%	-4%	1.7%	-0.4%	20%	-10%	-2.5	50	11%	30%
CCc1cc(-c2n[nH]c(=S)n2CC(C)C)cs1	0.4%	3%	5.1%	-0.4%	23%	-5%	1.3	53	2%	3%
Cc1cccc(/C=N/NC(=O)c2ccc(NC(=O)c3ccc(Cl)cc3)cc2)n1	2.1%	41%	0.4%	0.3%	6%	2%	-1.2	54	5%	5%
CCOC(=O)c1c(NC(C)=O)sc2c(OC)cccc12	3.9%	?	0.4%	0.0%	8%	9%	0.6	80	-1%	-1%
Cc1ccc(NCC(=O)N/N=C/c2cccc(Br)c2)cc1	7.7%	-10%	-0.1%	0.2%	6%	0%	0.0	32	-6%	5%
COc1cccc(C(=O)C2CCCN(Cc3ccc(OC)c(Cn4cncn4)c3)C2)c1 (stereo not drawn)	-1.4%	6%	0.1%	-0.8%	-1%	-1%	0.5	69	8%	19%
COc1ccc(C)cc1-n1nnnc1SCc1cc(=O)n2cc(C)ccc2n1	2.2%	0%	-0.3%	-0.8%	1%	1%	1.7	46	0%	8%
COc1ccc(NC(=O)CN2CCN(S(=O)(=O)N3CCCCCC3)CC2)cc1	2.5%	4%	0.1%	-0.2%	5%	-2%	0.8	41	4%	13%
Cn1ccc(C(=O)Nc2cccnc2Cl)n1	.	2%	0.2%	-0.2%	2%	4%	0.5	66	7%	.
Cc1cc2ccccn2c1C(=O)c1ccc(NN)c([N+](=O)[O-])c1	0.2%	10%	i	-0.9%	1%	-4%	7.5	45	-7%	23%
O=C(O)/C=C/C(=O)Nc1ccc(NC(=O)c2ccccc2)c(Cl)c1	1.3%	-4%	-3.0%	0.2%	4%	4%	0.1	59	-7%	1%
Cc1cc(Cl)ccc1OC(C)C(=O)NCCc1ccc2c(c1)OCCO2 (stereo not drawn)	18%	4%	0.0%	-1.1%	7%	-4%	1.9	93	-3%	2%
O=C(c1ccc(S(=O)(=O)NCc2ccco2)cc1)N1CCN(Cc2ccc3c(c2)OCO3)CC1	16%	-6%	0.0%	-1.2%	1%	-4%	-0.1	54	3%	4%
O=C(Nc1ccc2c(c1)OCO2)c1ccc(CN2CCOCC2)cc1	22%	13%	0.2%	0.3%	10%	11%	-0.3	75	0%	16%
CCOC(=O)C(CC(=O)O)=C(c1ccccc1)c1ccccc1	0.6%	7%	-0.1%	1.0%	5%	-6%	0.5	76	-1%	2%
COc1ccc(OC)c(N(CC(=O)N2CCOCC2)S(C)(=O)=O)c1	0.6%	12%	-0.5%	-0.1%	2%	-7%	3.1	68	15%	10%
O=C(CN1CCOCCOCCN(CC(=O)Nc2ccccc2)CCOCC1)Nc1ccccc1	0.9%	-6%	0.2%	1.3%	8%	-2%	16	90	-3%	5%

The final 2 records of the section above lead into the next.
SMILES	RSV antiviral HEp-2	AID2073	K1F lysis inhibition	West Nile antiviral	MgcRacGAP inhibition	NS5 inhibitors	NTR1 ag	NTR1 ag cell count 20 µM	Siah-1 displacement	Large T inhibition
COc1ccc(OC)c(N(CC(=O)N2CCOCC2)S(C)(=O)=O)c1	0.6%	12%	-0.5%	-0.1%	2%	-7%	3.1	68	15%	10%
O=C(CN1CCOCCOCCN(CC(=O)Nc2ccccc2)CCOCC1)Nc1ccccc1	0.9%	-6%	0.2%	1.3%	8%	-2%	16	90	-3%	5%
O=C(NCCc1ccccc1)C1CCN(c2nc3ccccc3o2)CC1	-0.1%	-8%	-1.3%	-0.6%	9%	2%	-0.3	77	2%	10%
O=S(=O)(c1ccc(Cl)c(C(F)(F)F)c1)N1CCN(c2ccccn2)CC1	0.8%	40%	-1.6%	-0.6%	6%	-1%	0.4	30	0%	4%
CCC(Sc1nc(C)cc(=O)[nH]1)C(=O)Nc1ccc(Cl)cn1 (stereo not drawn)	5.8%	-2%	-0.1%	0.1%	-1%	-2%	0.2	62	2%	7%
O=C(CN1C(=O)C2C3C=CC(C3)C2C1=O)OCC(=O)c1ccc([N+](=O)[O-])cc1 (stereo not drawn)	0.9%	-39%	-0.9%	0.2%	0%	5%	-0.4	48	-2%	35%
COc1ccc(CCN2CN(S(=O)(=O)c3ccc(C)cc3)c3nc4ccccc4nc32)cc1OC	2.2%	-2%	0.5%	-0.9%	9%	-5%	2.0	72	7%	6%
COc1ccc(-n2c(C)cc(C(=O)CN3C(=O)c4ccccc4C3=O)c2C)cc1	1.3%	2%	1.5%[50 µM]	-0.4%	5%	0%	3.8	42	-5%	4%
CCN1C(=O)C(O)(CC(=O)c2cc(C)ccc2C)c2ccccc21 (stereo not drawn)	0.0%	8%	-0.3%	0.1%	7%	-1%	1.0	38	-3%	5%
COc1ccc(C(=O)NCC(=O)N2CCN(c3ccc(F)cc3)CC2)cc1	1.1%	11%	-0.2%	-0.5%	8%	-8%	0.8	51	2%	7%
CCN(Cc1ccccc1)S(=O)(=O)c1ccc(S(=O)(=O)N(Cc2ccccn2)Cc2ccco2)cc1	0.7%	2%	3.5%	1.4%	4%	-2%	5.9	49	-4%	4%
Cc1[nH][nH]c(=O)c1C(c1ccc(-c2ccc(Cl)cc2)o1)c1c(C)[nH][nH]c1=O	?	-3%	-0.3%	-0.4%	6%	21%	11	59	0%	10%
CC(=O)c1sc(N/N=C/c2cccc([N+](=O)[O-])c2)nc1C	4.1%	7%	-0.1%	-0.3%	5%	-7%	-1.2	51	-1%	18%
Cc1ccc(NC(=O)c2ccc3c(SCC(=O)O)c4c(nc3c2)CCCC4)c(Br)c1	3.3%	38%	0.0%	-0.3%	7%	4%	5.5	57	10%	8%
CN1/C(=C\C(=S)NC(=O)c2ccc([N+](=O)[O-])cc2)C(C)(C)c2ccccc21	0.0%	-9%	0.3%	-1.0%	-15%	6%	0.8	90	-3%	6%
CCNC(=S)N1CCN(c2ccccc2OCC)CC1	1.4%	-22%	1.7%	-0.3%	3%	0%	0.4	47	2%	1%
COc1ccc(N(CC(=O)Nc2nccs2)S(=O)(=O)c2c(C)[nH]c(=O)[nH]c2=O)cc1	-1.0%	6%	-0.5%	0.1%	6%	0%	0.1	45	-1%	-8%
COc1ccc(C2CC(=O)N(C)c3ccccc3S2)cc1 (stereo not drawn)	2.1%	-16%	0.0%	0.3%	8%	-4%	-1.0	92	-2%	-2%
Cc1ccc(NC(=O)Cn2c(CCC(=O)O)ccc2-c2ccc(Cl)cc2)cc1	4.2%	-1%	0.3%	0.2%	8%	3%	-0.9	79	-2%	2%
